High-throughput results: PubChem BioAssay, several laboratories
RTF Ca sens inh: cardiac RTF calcium sensitivity inhibitors, primary screen, biochemical, IANBD-TnC fluorescence, EC70 calcium | Troponin I, cardiac muscle (Homo sapiens) + Troponin T, cardiac muscle (Homo sapiens) + … | IANBD-labeled cardiac RTF, Ca2+ fluorescence | inhibition, % at 7.15 µM | actives 0.12% (n = 340,000) | AID 493244, 2011;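 active = inhibition above the mean inhibition of all tested compounds plus 3 SD, cut at about 17% in these data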;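 note: assay run at fixed EC70 calcium of 1.6 mM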
CAL PDZ FP-1: CAL PDZ peptide-binding inhibitors, primary screen, biochemical, fluorescence polarization, Cer-tagged CAL PDZ, HTS | Golgi-associated PDZ and coiled-coil motif-containing protein (Homo sapiens), Q9HD26 | purified CAL PDZ, TMR-peptide fluorescence polarization, 1 h | inhibition, % at 20 µM | actives 0.02% (n = 330,000) | AID 504414, 2011;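 active = highest replicate inhibition of at least 40%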;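 note: plate controls were DMSO neutral control wells for no effect and unlabeled competitor peptide control wells for full effect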
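Material: tagged CAL PDZ domain; buffer or medium: 25 mM sodium phosphate pH 7.4, 150 mM NaCl, TCEP, IgG, Thesit; compound dosing: single point, 20 µM; schedule: 1 h incubation at room temperature before polarization reading; measured by: FP readout, S and P plane fluorescence; read-out basis: percent inhibition from loss of millipolarization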
DAGLB inh: DAGLB lipase inhibitors, primary screen, biochemical, fluorescence, HTS. HEK293T DAGLB membrane lysate, EnzChek fluorogenic substrate. inhibition, % at 5.17 µM. actives 0.059% (n = 340,000); in the data active = inhibition above about 34%;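 note: 0% = enzyme with vehicle and 100% = wells lacking enzyme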
Target sequence (Q8NCG7 whole entry, looked up): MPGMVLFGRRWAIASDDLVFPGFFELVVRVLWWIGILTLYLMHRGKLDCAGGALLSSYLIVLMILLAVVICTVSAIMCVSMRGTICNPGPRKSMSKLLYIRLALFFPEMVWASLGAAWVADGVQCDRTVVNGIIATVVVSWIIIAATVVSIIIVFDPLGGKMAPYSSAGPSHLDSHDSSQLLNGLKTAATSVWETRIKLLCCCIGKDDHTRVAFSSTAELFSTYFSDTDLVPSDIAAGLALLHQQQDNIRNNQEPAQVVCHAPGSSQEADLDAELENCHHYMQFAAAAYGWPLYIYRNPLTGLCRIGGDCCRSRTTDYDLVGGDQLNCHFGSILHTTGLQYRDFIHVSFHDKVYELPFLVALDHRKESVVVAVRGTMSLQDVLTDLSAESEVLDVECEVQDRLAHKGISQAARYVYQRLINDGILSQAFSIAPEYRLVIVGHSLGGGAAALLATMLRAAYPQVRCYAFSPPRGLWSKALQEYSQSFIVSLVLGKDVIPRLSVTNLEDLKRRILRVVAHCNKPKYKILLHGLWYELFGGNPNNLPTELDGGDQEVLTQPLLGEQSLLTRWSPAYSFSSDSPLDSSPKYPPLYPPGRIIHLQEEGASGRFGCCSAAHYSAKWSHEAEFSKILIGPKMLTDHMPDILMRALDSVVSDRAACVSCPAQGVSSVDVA
Rtt109 HAT inh: inhibitors of C. albicans Rtt109/Vps75 HAT, primary screen, biochemical, ThioGlo CoA-SH fluorescence, plate reader; Histone acetyltransferase RTT109 (Candida albicans (strain SC5314 / ATCC MYA-2876)), …; AID 540336, 2011; actives 0.16% (n = 330,000); purified Rtt109/Vps75, 4 h; inhibition, % at 34.9 µM;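 active = inhibition of at least 50% in every replicate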
Keap1 Nrf2 FP: Keap1-Nrf2 protein-protein interaction inhibitors, primary screen, biochemical, fluorescence polarization, single point | AID 504523, 2011 | actives 0.15% (n = 340,000) | inhibition, % at 9.4 µM | Keap1 Kelch-Nrf2 peptide fluorescence polarization, 1536-well | Kelch-like ECH-associated protein 1 (Homo sapiens), Q14145; in the data active = inhibition above about 12%;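 note: human Keap1 Kelch domain with fluorescein labeled Nrf2 9mer peptide probe; 0% = neutral control wells and 100% = peptide positive control; higher means more block of Keap1 binding to Nrf2 peptide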
CAL PDZ FP-2: untagged CAL PDZ binding inhibitors, primary screen, biochemical, fluorescence polarization, HTS. Golgi-associated PDZ and coiled-coil motif-containing protein (Homo sapiens), Q9HD26. inhibition, % at 24.9 µM. AID 602252, 2012. purified CAL PDZ, TMR-peptide fluorescence polarization, 1 h. actives 0.92% (n = 300,000);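 active = mean inhibition of at least 30% with at least half of replicates also reaching 30%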;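 note: 0% = DMSO neutral control and 100% = excess unlabeled competitor peptide PRC23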
SR-BI uptake up: activators of SR-BI mediated DiI-HDL uptake, primary screen, ldlA[mSR-BI] CHO cells, DiI fluorescence; 3 h; 100 = double the neutral-control signal; activation, % at 12.5 µM; actives 0.096% (n = 320,000);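 active = mean replicate activation of at least 60% and every replicate at or above 60%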;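 note: 0% = median plate neutral-control signal and 100% = twice that signal; values of inactives mirror those of a sister screen read the other way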
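Material: SR-BI-overexpressing, LDLR-lacking CHO cells | Dosing: Single compound concentration, delivered by pin transfer | Probe or stimulus: Labelled HDL, 10 µg/mL | Signal: Bottom-read cell fluorescence after medium removal, ex 550/em 595 nm | Schedule: 3 h, 37 °C | Evaluation: HDL uptake via cellular fluorescence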
RTF Ca sens act: cardiac RTF calcium sensitivity activators, primary screen, biochemical, IANBD-TnC fluorescence, EC20 calcium; actives 0.24% (n = 340,000); AID 493008, 2010; IANBD-labeled TnC RTF fluorescence at EC20 calcium; 0% EC20 calcium, 100% full calcium; activation, % at 7.2 µM;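 active = activation above the mean over all tested compounds plus 3 SD, cut at about 30% in these data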;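 note: rise in fluorescence read as greater calcium sensitivity of cardiac thin filaments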
C-LANA FP: inhibitors of KSHV C-LANA binding to DNA, primary screen, biochemical, fluorescence polarization, FAM-LBS DNA, MBP-C-LANA, single point; Kaposi's sarcoma herpesvirus LANA C-terminal domain (residues 932-1162) DNA binding; inhibition, % at 9 µM; actives 0.078% (n = 340,000);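 active = highest replicate inhibition at or above 60% at 9 µM, even if other replicates fall short; inactive = all replicates below 60% inhibition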;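 note: 0% = neutral control wells and 100% = 4 µM acridine orange control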
PKA-R2B activ: activators of PKA-R2B holoenzyme, primary screen, biochemical, fluorescence polarization, Cy5-IP20, human; cAMP-dependent protein kinase catalytic subunit beta (Homo sapiens) + cAMP-dependent …; AID 504700, 2011; activation, % at 11.4 µM; actives 0.079% (n = 340,000); PKA-R2B holoenzyme dissociation; R2B truncated from residue 108, S112A mutant; 0% DMSO only, 100% 113 µM cGMP;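 active = activation above a cutoff set at the mean over all compounds plus 3 SD, cut at about 18% in these data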;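 note: higher means more holoenzyme dissociation and a rise in polarization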
Target sequence (P31323 whole entry, looked up, other chains not shown, the tested form may be a part): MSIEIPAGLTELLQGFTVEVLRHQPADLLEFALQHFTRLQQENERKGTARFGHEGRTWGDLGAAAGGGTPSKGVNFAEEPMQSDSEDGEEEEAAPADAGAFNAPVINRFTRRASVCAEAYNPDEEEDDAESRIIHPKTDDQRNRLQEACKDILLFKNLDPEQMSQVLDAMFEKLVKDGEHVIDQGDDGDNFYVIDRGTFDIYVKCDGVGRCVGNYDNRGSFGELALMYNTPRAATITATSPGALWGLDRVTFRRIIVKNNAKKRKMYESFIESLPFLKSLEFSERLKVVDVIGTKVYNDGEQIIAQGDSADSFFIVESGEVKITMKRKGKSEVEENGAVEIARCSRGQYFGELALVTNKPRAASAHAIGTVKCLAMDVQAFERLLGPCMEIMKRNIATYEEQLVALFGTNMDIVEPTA
An asterisk follows results filed as active; . = not tested or not shown.

SMILES	RTF Ca sens inh	CAL PDZ FP-1	DAGLB inh	Rtt109 HAT inh	Keap1 Nrf2 FP	CAL PDZ FP-2	SR-BI uptake up	RTF Ca sens act	C-LANA FP	PKA-R2B activ
CCOC(=O)c1[nH]cnc1C(=O)NCc1ccccc1	-2	-0.6	0	2	-2	2	16	7	-0.1	-8
Cc1c(NC(=O)Nc2ccccc2Cl)c(=O)n(-c2ccccc2)n1C	8	0.9	0	31	1	-6	3	6	0.9	6
Cc1ccc(S(=O)(=O)c2ccc(Cl)cc2)cc1S(=O)(=O)NC(C)C(=O)O (centres undefined)	-7	-1.3	2	41	-4	-2	28	2	-0.2	-1
CCC1(C)Cc2c(sc3nc(NN)n(C)c(=O)c23)CO1 (centres undefined)	1	1.4	-1	1	-4	0	-14	4	1.6	-14
CCn1c(=O)c2cc(C(=O)NCCCOC)sc2c2ccccc21	-7	-2.3	2	6	-1	4	-61	1	-9.5	5
CC(=O)c1ccc(OCCCC(=O)Nc2ccc(Cl)c(S(=O)(=O)N3CCOCC3)c2)cc1	-8	-1.9	0	10	5	.	-25	1	-0.6	-6
CN(C)CCNC(=O)c1ccc(CS(=O)(=O)c2c(Cl)cccc2Cl)o1	-1	-0.5	-1	-3	-3	.	23	-2	-1.0	-8
C/C(=N\N=C1\NC(=O)CC(C(=O)O)S1)c1ccc(F)cc1 (centres undefined)	0	-1.2	0	-10	2	-4	9	6	0.3	2
Cc1ccc(-c2nnc(SCc3ccc(C#N)cc3)n2Cc2ccco2)cc1	-2	0.4	-7	3	4	3	-36	-4	-0.2	-6
CN(CCC#N)c1ccc(/C=C(\C#N)c2ccccn2)cc1	-10	-1.4	1	11	-6	-38	-9	5	1.0	-4
COCCN(Cc1ccccc1)C(=O)C1CCN(C(=O)Nc2ccccc2)CC1	-4	0.2	-1	-4	2	-3	2	0	-0.9	-1
O=C1CN(C(=O)COc2ccc(F)cc2Cl)c2ccccc2N1	-14	-2.8	2	-11	-5	-2	.	4	-2.8	13
O=C(Nc1cc(S(=O)(=O)N2CCCCC2)ccc1Cl)C1COc2ccccc2O1 (centres undefined)	-2	-1.2	-7	4	-2	-3	-26	0	1.0	-5
CCn1cc([N+](=O)[O-])c(C(=O)Nc2c(C)nn(Cc3c(F)c(F)c(F)c(F)c3F)c2C)n1	-3	-2.4	1	-1	-3	-4	9	-4	-0.4	0
COc1ccc(-c2noc(CCC(=O)N(C)c3cccc(C)c3)n2)cc1	-9	-1.1	-1	-1	-4	-2	-6	3	-2.2	-2
Cc1cc(C)c(NC(=O)CN(C2CCCCC2)C2CCCCC2)c(C)c1	2	-1.1	-7	.	-2	-3	3	1	1.9	1
O=[N+]([O-])c1csc2ccccc12	-4	-1.0	2	1	3	-3	-1	-5	-2.4	3
C=CCn1nnnc1SCC(=O)Nc1ccccc1C(=O)OC	0	-2.6	2	-3	2	-5	-30	-4	2.7	5
O=C(O)c1ccc2c(c1)C(=O)N(NC(=O)c1ccccc1)C2=O	3	-2.3	2	0	-7	-2	21	4	0.9	3
CC1CCc2c(sc(NC(=O)COC(=O)c3ccccc3NCc3ccco3)c2C#N)C1 (centres undefined)	-11	-0.2	1	9	-6	.	29	9	-0.1	1
O=C(NCC(c1ccco1)N1CCN(c2ccc(F)cc2)CC1)c1cccs1 (centres undefined)	0	-3.3	-1	1	-3	-3	-3	-4	1.6	-8
Cc1cc(NC(=O)CCSc2ccc(Cl)cc2)no1	-3	-2.9	-1	-2	3	-1	23	-2	0.1	1
Cc1ccc(C(=O)NCC(=O)OCC(=O)Nc2ncc(C(F)(F)F)cc2Cl)cc1	-2	-2.0	-1	-3	-4	-4	23	-4	1.2	13
CCC(=O)NNc1cc(=O)c2c(=O)n(C)c(=O)n(C)c2[nH]1	-31	-0.5	2	2	1	-1	26	2	-2.0	2
CC(C)C[C@H](NC(=O)N1CCn2c1nc1ccccc12)C(=O)NC1CC1	-3	-1.6	3	14	1	1	12	-6	-8.0	10

(more compounds)
SMILES	RTF Ca sens inh	CAL PDZ FP-1	DAGLB inh	Rtt109 HAT inh	Keap1 Nrf2 FP	CAL PDZ FP-2	SR-BI uptake up	RTF Ca sens act	C-LANA FP	PKA-R2B activ
O=C(CCCN1C(=O)S/C(=C\c2ccccc2)C1=O)NNC(=O)c1ccccc1O	1	-0.5	8	-11	1	3	-23	-3	0.1	-8
CCOc1ccc(NC(=O)c2ccccc2NC(=O)c2cccnc2)cc1	-7	-1.0	1	5	3	1	-18	7	-7.1	4
CCOC(=O)c1cnc2c(C(F)(F)F)cccc2c1N1CCN(C)CC1	0	-0.7	-1	-3	-1	2	5	0	-1.3	-2
Cc1ccc(-c2nnn(CC(=O)N(c3ccccc3)C(C(=O)NCC3CCCO3)c3cccs3)n2)o1 (centres undefined)	-1	-0.3	0	-11	-2	-3	13	-6	-0.2	-6
Cc1nn(C(C)C(=O)NCc2ccccc2Cl)c(=O)c2c1sc1ccccc12 (centres undefined)	0	-0.5	-3	1	-3	70*	-15	3	-4.6	0
COc1ccc(C)cc1N(CC(=O)Nc1ccc(S(=O)(=O)N2CCOCC2)cc1)S(C)(=O)=O	-10	-2.1	0	9	-5	-5	.	6	-3.8	13
Clc1ccccc1OCc1nc(-c2ccncc2)no1	-5	-1.5	-2	-3	-6	-1	-21	5	1.0	-6
Cc1nnc(NC(=O)c2ccccc2Oc2ccccc2)s1	8	-1.6	2	-2	-4	-3	1	4	0.0	-9
CC(C)C(=O)NNC(=O)c1csc(CS(=O)(=O)c2ccc(Cl)cc2)n1	-1	-2.3	1	-4	-1	-6	15	-4	-1.4	12
O=C(CCn1nc(-c2ccccc2)c2ccccc2c1=O)NCC1CCCO1 (centres undefined)	-10	-0.7	-2	0	-2	-5	-5	3	-2.1	9
Cc1ccc(C)c(NC(=O)CS(=O)(=O)c2c[nH]c3ccccc23)c1	-2	.	-3	-4	-3	1	-7	8	0.0	0
O=C(CSc1ncnc2c1cnn2-c1cccc(Cl)c1)NCC1CCCO1 (centres undefined)	-1	-0.1	-2	-6	-6	-2	11	0	0.5	9
CCN1CCN(CCCNC(=O)CCC(=O)N2CC(C)Oc3ccc(C)cc32)CC1 (centres undefined)	-10	-0.6	2	-4	0	.	10	14	0.3	-7
CCCCCn1cnc2sc(-c3ccccc3)cc2c1=O	-1	0.4	-22	3	-11	-4	16	5	-0.8	3
CCn1c(C)nc2cc(-c3nnc(-c4c(-c5ccccc5)noc4C)o3)ccc21	1	-6.6	-3	-3	0	.	-16	2	-2.4	4
c1ccc(-n2cnc3cc(NCc4cccs4)ccc32)cc1	-6	-2.5	1	-3	-3	-1	-8	-2	-1.2	7
Cc1ccc(CNC(=O)C2(S(=O)(=O)c3ccc(C)cc3)CC2)cc1	-12	-1.7	-1	-4	-1	-5	2	-4	-1.2	8
Cc1nn(Cc2ccccc2Cl)c(C)c1NC(=O)/C=C/c1cnn(C)c1	-6	-0.8	1	-3	-1	-4	.	-5	-0.7	2
Nc1ccc(-c2nc3ncccc3o2)c(O)c1	1	.	-2	-6	0	-1	-13	3	-0.7	-1
O=C(Cc1ccccc1)N1CCC(C(=O)N2CCN(c3ccc(F)cc3)CC2)CC1	8	-0.5	-1	-8	-3	-1	-60	2	1.9	2
COc1ccc(-c2nc(NC(=O)Cn3c(=O)oc4ccccc43)sc2C)cc1	0	-1.1	-2	19	-2	3	-55	-9	0.3	-16
Cc1noc(C)c1CSc1nc2ccccc2c(=O)n1-c1ccc(F)cc1F	-1	-1.0	-8	3	-3	1	-3	-3	0.1	1
CC(C)Cn1c(S(=O)(=O)O)nc2ccccc21	7	-2.0	3	-1	1	-4	.	0	0.0	0
CC1CN(C(=O)CNC(=O)COc2ccccc2)CC(C)O1 (centres undefined)	-5	-1.2	-1	-8	-5	2	43	0	-0.1	16
C/C(N)=C(/C#N)C(=O)CSc1nnc(NC(C)C)s1	-6	-2.1	-5	4	-6	-1	8	13	5.2	-15
Cc1ccc(S(=O)(=O)n2nccc2-c2c(-c3ccc(Cl)cc3)noc2C)cc1	.	-0.6	.	2	-3	.	-11	.	-0.1	.

7 entries from above, in markdown.
| SMILES | RTF Ca sens inh | CAL PDZ FP-1 | DAGLB inh | Rtt109 HAT inh | Keap1 Nrf2 FP | CAL PDZ FP-2 | SR-BI uptake up | RTF Ca sens act | C-LANA FP | PKA-R2B activ |
| --- | --- | --- | --- | --- | --- | --- | --- | --- | --- | --- |
| O=C(Nc1cc(S(=O)(=O)N2CCCCC2)ccc1Cl)C1COc2ccccc2O1 (centres undefined) | -2 | -1.2 | -7 | 4 | -2 | -3 | -26 | 0 | 1.0 | -5 |
| CCn1cc([N+](=O)[O-])c(C(=O)Nc2c(C)nn(Cc3c(F)c(F)c(F)c(F)c3F)c2C)n1 | -3 | -2.4 | 1 | -1 | -3 | -4 | 9 | -4 | -0.4 | 0 |
| COc1ccc(-c2noc(CCC(=O)N(C)c3cccc(C)c3)n2)cc1 | -9 | -1.1 | -1 | -1 | -4 | -2 | -6 | 3 | -2.2 | -2 |
| Cc1cc(C)c(NC(=O)CN(C2CCCCC2)C2CCCCC2)c(C)c1 | 2 | -1.1 | -7 | . | -2 | -3 | 3 | 1 | 1.9 | 1 |
| O=[N+]([O-])c1csc2ccccc12 | -4 | -1.0 | 2 | 1 | 3 | -3 | -1 | -5 | -2.4 | 3 |
| C=CCn1nnnc1SCC(=O)Nc1ccccc1C(=O)OC | 0 | -2.6 | 2 | -3 | 2 | -5 | -30 | -4 | 2.7 | 5 |
| O=C(O)c1ccc2c(c1)C(=O)N(NC(=O)c1ccccc1)C2=O | 3 | -2.3 | 2 | 0 | -7 | -2 | 21 | 4 | 0.9 | 3 |
